High-throughput results deposited in PubChem BioAssay by National Center for Advancing Translational Sciences (NCATS).
AmpC inh det = AmpC beta-lactamase inhibition, detergent assay; AID 584; Potency, µM (highest dose often 28.7 µM), without a hit: top-dose activity change, negative = inhibition; 71,000 tested, 0.09% active; P00811; purified AmpC, nitrocefin hydrolysis with detergent; active = well fitted curve in the direction sought with a large enough effect
Target sequence (P00811 whole entry, looked up): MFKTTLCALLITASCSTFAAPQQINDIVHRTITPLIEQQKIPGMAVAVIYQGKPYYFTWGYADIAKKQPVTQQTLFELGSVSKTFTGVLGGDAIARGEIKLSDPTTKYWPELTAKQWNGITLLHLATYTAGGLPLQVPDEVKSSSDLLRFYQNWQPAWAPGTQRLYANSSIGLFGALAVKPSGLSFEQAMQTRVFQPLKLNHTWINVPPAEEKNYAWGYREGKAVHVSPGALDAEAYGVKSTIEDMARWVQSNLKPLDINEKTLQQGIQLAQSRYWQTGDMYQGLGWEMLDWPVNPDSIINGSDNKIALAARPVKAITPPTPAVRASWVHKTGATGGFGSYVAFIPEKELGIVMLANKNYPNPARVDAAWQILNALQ
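E. coli AmpC (5.3 nM) in 20 mM phosphate pH 7.0 with 0.01% Triton X-100, preincubated 15 min RT with compound; nitrocefin (2 uL of 800 uM stock) hydrolysis followed by 480 nm absorbance every 20 s over 4 min.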
Starred values were filed as active, the others as inactive; [ ] = remark or other dose. % is scaled to controls: 0 for no effect and ±100 for the full control effect; potency is read from the fitted curve at half-maximal effect. These rows are one share of the data; rates above refer to the full screens.

SMILES | AmpC inh det
CCOC(=O)N=S(N)(=O)c1ccc(Cl)cc1 (configuration not stated) | -0.6%
NC(=O)COC(=O)c1ccc(S(=O)(=O)N2CCCCCC2)cc1 | -0.2%
Cc1cn([C@H]2C[C@H](N=[N+]=[N-])[C@H](CO)O2)c(=O)[nH]c1=O | -3.2%[5.75 µM]
COc1ccc(CNC(=O)Nc2cccc(C)c2)cc1 | -1.2%
O=C(c1ccco1)N1C(=O)c2cccc3cccc1c23 | -3.7%
CN(C(=O)C1CCCO1)c1nnc(-c2ccncc2)s1 (configuration not stated) | 6.7%
N#Cc1cc2c(nc1SCc1ccccc1)CCCC2=O | -1.9%
O=c1c2ccc(-c3nnc4n3-c3ccccc3SC4)cc2nc2n1CCCCC2 | -4.2%
O=C(Nc1nnc(-c2ccco2)s1)C1CCCCC1 | 7.0%
CCOc1ccccc1C1C(C(=O)Nc2ccccc2OC)=C(C)Nc2nc(CCCO)nn21 (configuration not stated) | 11.9%
CCN(CC)CCCNC(=O)CC1Oc2ccc(C)cc2NC1=O (configuration not stated) | 12.8%
C[N+](C)(C)CC=O | -0.7%
Cn1cccc1Cc1nnc(SCC(=O)NCc2ccc(F)cc2)n1-c1ccc(F)cc1 | 8.2%
COCCn1c(=O)c2c3c(sc2n(CC(N)=O)c1=O)CCCC3 | -3.1%
Oc1c(C(c2ccc(F)cc2)N2CCc3ccccc3C2)sc2ncnn12 (configuration not stated) | 8.2%
CCOc1ccc(CCNC(=O)C2CCN(S(=O)(=O)CC)CC2)cc1OCC | -2.4%
Cc1cc2cc(C(c3nnnn3Cc3ccco3)N3CCc4ccccc4C3)c(=O)[nH]c2cc1C (configuration not stated) | 7.9%
CCc1cc(=O)oc2cc(OCC(=O)N(CC)CC)c(Cl)cc12 | 12.7%
CC(c1ccccc1)N1C(=O)c2ccc(C(=O)NCc3ccco3)cc2C1=O (configuration not stated) | -1.4%
Nc1ccccc1[N+](=O)[O-] | 8.3%
Cc1nnc(NC(=O)CSc2nnc(Cc3cccn3C)n2-c2ccccc2)s1 | 9.2%
Cc1sc2ncnc(N[C@@H](CCC(=O)O)C(=O)O)c2c1C | -4.3%
Cc1ccc(NC(=O)CNc2cccc(C)c2C)c(C)c1 | 20.4%
CC(=O)NC1CC2CCCC(C1)N2 (configuration not stated) | -5.4%
CCCc1nc2c(=O)[nH]c3ccccc3c2o1 | -2.1%
The list goes on.
SMILES | AmpC inh det
COC(=O)c1ccc2c(=O)n(CCN3CCOCC3)c(SCC(=O)NC3CCCCC3)nc2c1 | -0.2%
CCOC(=O)c1c(C)[nH]c(NC(=O)Nc2c(C)n(C)n(-c3ccccc3)c2=O)c1C | -5.8%
Cc1ccc(N2CC(C(=O)OCC(=O)C(C)(C)C)CC2=O)cc1 (configuration not stated) | 5.6%
N=C(N)c1ccc(-c2ccc(-c3ccc(C(=N)N)cc3)o2)cc1 | -6.0%[5.75 µM]
Cc1cc(-c2nnc3sc(C4CCCCC4)nn23)n[nH]1 | -0.8%
O=S1(=O)CCC(N=Cc2cc(Br)ccc2O)C1 (configuration not stated) | -1.7%
COCCSc1ccccc1C(=O)Nc1cc(C)on1 | -1.3%
O=C(CSc1nnc(CN2CCCCCC2=O)n1-c1ccccn1)NCC(F)(F)F | 0.0%
Cc1cc(C)n2nc(S(=O)(=O)N(C)Cc3ccccc3)nc2n1 | -3.2%
COc1ccc2c(CN(C)c3ccccc3)cc(=O)oc2c1 | -1.0%
CCC/C=C(\CCC)C(NC(=O)c1ccco1)c1ccc(C(=O)OC)cc1 (configuration not stated) | -3.7%
CCC[CH2][Sn]([Cl])([Cl])[Cl] | 7.1%
O=C(CC1CCCCC1)NCC1CCCO1 (configuration not stated) | -0.7%
O=C(Nc1ccccc1C(F)(F)F)c1cc(-c2cccc(O)c2)on1 | -2.6%
COc1ccc(N2CCN(C(=O)c3ccc(CS(=O)(=O)c4ccc(OC)cc4)o3)CC2)cc1 | 17.7%
CC(C)CCNC(=O)C(C)N(Cc1ccc(F)cc1)C(=O)c1ccc(CN2CCCCC2)o1 (configuration not stated) | 8.1%
Cl/C(=C\n1cncn1)c1ccc(Cl)cc1Cl | -3.7%
c1cn(-c2ccnc(-c3ccc4c(c3)OCO4)n2)cn1 | 10.8%
COc1ccc(CC(=O)OC(C)CN2CCCC2)cc1 (configuration not stated) | 12.0%
Cn1cccc1C(=O)N1CCC2(CC1)CN(Cc1cc(C(F)(F)F)cc(C(F)(F)F)c1)C2 | -7.2%
COc1ccc(-n2cnnc2SCc2csc(-c3ccccc3)n2)cc1 | -0.4%
COc1ccc(-c2cc(C(=O)N3CCCc4ccccc43)no2)cc1OC | -4.8%
Cc1ccc(Cn2cccc(NC(=O)c3ccco3)c2=O)cc1 | 0.7%
CCN(CC)CCNC(=O)c1c(O)c2cccc3c2n(c1=O)CCC3 | -0.8%
Cc1ccc(S(=O)(=O)CC(=O)N(C)C)cc1 | -1.3%
More results
SMILES | AmpC inh det
Cc1nn(C)cc1CNC(=O)c1ccccc1Br | -6.4%
COc1ccc(NS(=O)(=O)c2ccc3oc4ccccc4c3c2)cn1 | -6.7%
O=C(Nc1nnc(C2CC2)s1)c1cc(-c2ccccc2)nn1-c1ccccc1 | -5.5%
COc1ccccc1OCC(=O)Nc1ccc(S(=O)(=O)Nc2nc(C)cc(C)n2)cc1 | 0.1%
CCCS(=O)(=O)N1CCN(C(=O)c2ccccc2F)CC1 | -0.3%
CC12CCC(CC1=O)C2(C)C (configuration not stated) | 7.6%
COc1ccc(OC)c(NC(=O)CNC(=O)Cn2ccc3ccccc3c2=O)c1 | 8.6%
COc1cc(SC)ccc1C(=O)Nc1ccc2c(c1)CCN2S(C)(=O)=O | 5.7%
COc1ccc2nc(C)[nH]c(=O)c2c1 | 17.0%
O=C(NC1CCCCC1)C(c1cccs1)N(CC1CCCO1)C(=O)c1csnn1 (configuration not stated) | 9.3%
O=C(Cc1c[nH]c2ccccc12)Nc1nccs1 | 12.6%
Cc1ccnc(SCCn2c(N3CCCCC3)nc3c2c(=O)n(C)c(=O)n3C)n1 | -3.9%
Clc1ccc(NC2=NCCCCC2)cc1 | -4.0%
CC1CCN(C(=O)CSc2nnc(Cc3cccn3C)n2CCc2ccccc2)CC1 | 3.5%
Cn1c(=O)c(=O)n(C)c2cc(S(=O)(=O)N3CCc4ccccc43)ccc21 | -7.1%
CC1CN(c2nc(-c3ccccc3)nc3ccccc23)CC(C)O1 (configuration not stated) | -3.1%
O=C(c1cc(C(F)(F)F)cc(C(F)(F)F)c1)N1CCC2(CCCN(c3ccccc3)C2)CC1 | 0.2%
COc1ccc(S(=O)(=O)N2CCC(C)CC2)cc1Br | 0.3%
COc1ccc(N2CC(C)Cn3c2nc2c3c(=O)n(Cc3ccccc3F)c(=O)n2C)c(OC)c1 (configuration not stated) | 0.3%
O=C(Nn1c(Cc2cccs2)nc2ccccc2c1=O)c1cccs1 | 8.4%
Cc1noc(NS(=O)(=O)c2ccc(NC(=O)CS(=O)(=O)c3ccccc3)cc2)c1C | -6.8%
CC(C)(C)c1onc(OCP(=O)(O)O)c1C[C@@H](N)C(=O)O | -2.8%
CCOCCCNC(=O)N[C@@H](C)C(=O)OC | -0.1%
CCCCN(CC)CCNC(=O)CN(C)S(=O)(=O)c1ccc2c(c1)c(=O)n(C)c(=O)n2C | 18.3%
COc1cc(C(=O)Nc2nnc(-c3sccc3C)s2)cc(OC)c1OC | -4.5%

Grouped by structure, the compounds so far containing a CF3 group (4)
SMILES | AmpC inh det
O=C(CSc1nnc(CN2CCCCCC2=O)n1-c1ccccn1)NCC(F)(F)F | 0.0%
O=C(Nc1ccccc1C(F)(F)F)c1cc(-c2cccc(O)c2)on1 | -2.6%
Cn1cccc1C(=O)N1CCC2(CC1)CN(Cc1cc(C(F)(F)F)cc(C(F)(F)F)c1)C2 | -7.2%
O=C(c1cc(C(F)(F)F)cc(C(F)(F)F)c1)N1CCC2(CCCN(c3ccccc3)C2)CC1 | 0.2%

Next section.
SMILES | AmpC inh det
CCOC(=O)C1CCN(C(=O)c2c(-c3c(Cl)cccc3Cl)noc2C)CC1 | -3.4%
COC(=O)c1ccc(NC(=O)c2ccccc2N(C)S(C)(=O)=O)cc1 | -3.5%
COc1ccccc1Cn1c(=O)c2ccccc2n2c(SCC(=O)N3CCCCC3)nnc12 | -5.3%
CCCCC(NC(=O)c1ccc(Cl)cc1)C(=O)O (configuration not stated) | -4.3%
C=CCn1c(SCc2ccc(C#N)cc2)nnc1-c1cccc(OC)c1 | -1.7%
CCOC(=O)N1CCC(Nc2nc3ccccc3nc2NS(=O)(=O)c2ccc(Cl)cc2)CC1 | -1.5%
Cc1cc(C(F)(F)F)nn1CC(=O)N1CCCC1 | -7.8%
Cc1ccc(C2c3c(oc4ccccc4c3=O)C(=O)N2c2nnc(C(C)C)s2)o1 (configuration not stated) | 12.5%
CCN(CC(=O)O)S(=O)(=O)c1cc(Cl)ccc1Cl | -4.5%
COc1ccc(NC2CC(=O)NC2=O)cc1 (configuration not stated) | 11.0%
Cc1c(C)c(C)c(CC2(C)CSC2)c(CC2(C)CSC2)c1C | -0.5%[5.75 µM]
COc1cccc(=O)c2c(C)n(C)c(C)c12 | -4.0%
NC(=O)C1CCN(C(c2ccccc2Cl)c2nnnn2Cc2ccc3c(c2)OCO3)CC1 (configuration not stated) | -2.6%
CCOC(=O)c1c(C)c(C(=O)NCc2cccs2)c(C)n1C | -2.5%
Cc1nc2cnc(Nc3ccccc3)nc2n(C2CC2)c1=O | 4.3%
CCOC(=O)c1[nH]nc2c1C(=O)N(CC)C2=O | 6.7%
O=C(CSc1nnc(COc2ccccc2)o1)NCCc1ccccc1 | -2.3%
NCCC[C@H](N)CC(=O)N[C@H]1CNC(=O)[C@@H]([C@@H]2C[C@H](O)N=C(N)N2)NC(=O)/C(=C/NC(N)=O)NC(=O)[C@@H](CO)NC(=O)[C@@H](CO)NC1=O | -3.2%[12.8 µM]
O=C(NCCN1C(=O)C2C3C=CC(C3)C2C1=O)Nc1ccccn1 (configuration not stated) | 11.1%
CCOc1ccccc1NC(=O)CSc1nc2cccnc2n1C | -5.8%
O=C(CN1CCC(n2nnc3cc(F)ccc32)CC1)Nc1ccc2c(c1)CCC2 | 1.0%
CCN(CC)C(=O)c1ccc(NC(=O)c2cc(-n3cnnc3)ccc2Cl)cc1 | -3.6%
N#Cc1c(NC(=O)CSCC(=O)O)sc2c1CCCC2 | 11.3%
Cc1cc(C)n2nc(Nc3ccccc3)cc2n1 | -1.7%
CSc1cccc(NC(=O)C2CCCN(S(=O)(=O)c3ccc(F)cc3)C2)c1 (configuration not stated) | -3.5%

Gathered by group, the entries above with a thiophene ring, fused or not
SMILES | AmpC inh det
COCCn1c(=O)c2c3c(sc2n(CC(N)=O)c1=O)CCCC3 | -3.1%
Cc1sc2ncnc(N[C@@H](CCC(=O)O)C(=O)O)c2c1C | -4.3%
O=C(NC1CCCCC1)C(c1cccs1)N(CC1CCCO1)C(=O)c1csnn1 (configuration not stated) | 9.3%
O=C(Nn1c(Cc2cccs2)nc2ccccc2c1=O)c1cccs1 | 8.4%
COc1cc(C(=O)Nc2nnc(-c3sccc3C)s2)cc(OC)c1OC | -4.5%
CCOC(=O)c1c(C)c(C(=O)NCc2cccs2)c(C)n1C | -2.5%
N#Cc1c(NC(=O)CSCC(=O)O)sc2c1CCCC2 | 11.3%

7 entries already listed, arranged by SMILES length, low to high:
SMILES | AmpC inh det
Nc1ccccc1[N+](=O)[O-] | 8.3%
COc1ccc(NC2CC(=O)NC2=O)cc1 (configuration not stated) | 11.0%
Cc1cc(-c2nnc3sc(C4CCCCC4)nn23)n[nH]1 | -0.8%
NC(=O)COC(=O)c1ccc(S(=O)(=O)N2CCCCCC2)cc1 | -0.2%
COc1ccc(-c2cc(C(=O)N3CCCc4ccccc43)no2)cc1OC | -4.8%
Cn1cccc1Cc1nnc(SCC(=O)NCc2ccc(F)cc2)n1-c1ccc(F)cc1 | 8.2%
COc1ccc(N2CCN(C(=O)c3ccc(CS(=O)(=O)c4ccc(OC)cc4)o3)CC2)cc1 | 17.7%

Remaining list, next part:
SMILES | AmpC inh det
CCC(=O)Nc1cccc(NC(=O)c2ccc3c(c2)OCO3)c1 | -0.1%
Nc1c(N2CCCCC2)c(=O)[nH]c(=O)n1-c1ccccc1 | -0.2%
CCN1CCN(C(=O)CN(C)S(=O)(=O)c2ccc(OC)cc2)CC1 | -5.9%
Cc1cccc(-n2c(CCN3C(=O)c4ccccc4C3=O)nc3ccccc3c2=O)n1 | -7.8%
O=C(NCCN=C1NS(=O)(=O)c2ccccc21)c1ccc(S(=O)(=O)N2CCOCC2)cc1 | -3.7%
CCOC(=O)/C=c1\s/c(=C\c2ccccc2OC)c(=O)n1CC(=O)N1CCOCC1 | -0.4%
Cc1cc(C)n(-c2ccc(C(=O)NC3=NCCS3)cc2)n1 | -3.2%
CCN1CCN(c2nc(SC)nc3sc4c(c23)CC(C)(C)OC4)CC1 | -1.6%
